RmlC RmlD mix = mixture blocks RmlC and RmlD coupled enzyme activity. RmlC/RmlD coupled enzyme inhibition, 384-well mixture HTS. inhibition, % at 5.5 µM. 110,000 tested, 0.39% active; in the data active = inhibition above about 30%, passing the limit was not always enough; inconclusive = no clear call, values can overlap the other calls; also: strong numbers were not always called active
HIV RNase H inh = blocks HIV-1 RNase H cleavage of RNA/DNA duplex; P04585; RT-RNase H RNA/DNA duplex cleavage, fluorescence; inhibition, % at 10 µM; 65,000 tested, 1.9% active; in the data active = inhibition above about 50%
An asterisk follows results filed as active; u = inconclusive; x = no result given. Not all compounds are listed; rates above refer to the full screens.

SMILES | RmlC RmlD mix | HIV RNase H inh
C=CCOC(=O)C1=C(C)OC(N)=C(C#N)C1c1ccccc1F (stereo not given) | -19 | 4
CCOC(=O)c1ccn(-c2nc(-c3ccco3)cc(C(F)(F)F)n2)n1 | -17 | -5
CNC(=O)c1cc2c(=O)n3cc(C)ccc3nc2n(C(C)C)c1=N | u | -13
O=C(Nc1ccc2c(c1)OCO2)c1nn(-c2ccccc2)c(=O)c2ccccc12 | 7 | -5
C#Cc1ccc([C@H]2C=C(C(=O)NCc3ccccc3)O[C@@H](OCc3ccc(CO)cc3)C2)cc1 | -6 | x
CCOC(=O)CC(=O)CSc1nc(C)nc2c1oc1ccccc12 | -6 | -10
O=C(NCc1ccco1)c1cc2ccccc2c(=O)o1 | -11 | -10
COc1cccc(-c2cc(C(=O)NCCc3ccccc3)no2)c1 | -8 | -7
CCCCNC1CCS(=O)(=O)C1 (stereo not given) | -13 | x
O=C(NCC1CCN(c2ccc(S(=O)(=O)N3CCOCC3)cc2)CC1)c1ccc(Cl)cc1 | 7 | x
COc1cccc(CNC(=O)C2(C)Oc3ccccc3NC2=O)c1 (stereo not given) | -8 | x
COc1cc(OC)cc(C(=O)NNC(=O)NC2CCCCC2)c1 | -10 | x
C/C(=N\Nc1cc(-c2ccccc2)nc(-c2ccc(Br)cc2)n1)c1cccc(N)c1 | -1 | x
Cn1nnc2cc(C(=O)N3CCCCCC3)ccc21 | -15 | -5
CSc1nc2ccc(S(=O)(=O)N3CCc4ccccc43)cc2s1 | 9 | -20
O=C(c1cc2nc(-c3cccs3)cc(C(F)(F)F)n2n1)N1CCCc2ccccc21 | -16 | x
O=C(c1ccccc1)N1CCC(c2nc(-c3ccc(S(=O)(=O)N4CCOCC4)cc3)no2)CC1 | 7 | x
O=C(Nc1ccncc1)c1cc2ccccc2o1 | -12 | -31
COc1ccc(C2C(C(C)=O)=C(O)C(=O)N2c2cccnc2)c(OC)c1 (stereo not given) | 13 | 16
CCOc1ccccc1NC(=O)N1C2CCCC1CC(NC(=O)C1CC1)C2 (stereo not given) | 1 | 1
CNC(=O)C1CCC(=O)N1Cc1ccc(C)cc1 (stereo not given) | 13 | -16
Cc1cc2ncn(C(=O)N3CCOCC3)c2cc1C | -5 | -10
CC1CCc2nc(NC(=O)CCSc3ccccc3)sc2C1 (stereo not given) | -8 | x
O=C1COc2ccccc2CN1 | -16 | x
CO/N=C(/CS(=O)Cc1ccc(Cl)cc1)c1ccc(Cl)cc1 (stereo not given) | 9 | x
Cc1cc(-c2nnc(SCC(=O)NC3CCCC3)o2)no1 | 9 | -9
O=c1c(-c2ccccc2)coc2c(CN3CCOCC3)c(O)ccc12 | 26 | 2
CN(C)/C=N/c1c(C#N)cnn1-c1ncnc2sc(-c3ccccc3)cc12 | 10 | -23
CCC(=O)OC1(C)C(=O)C2=COC(c3ccc(OC)cc3)=CC2=C(Br)C1=O (stereo not given) | 18 | x
COc1ccc(C[C@@H]2CN3C(=NC[C@@H]3C)N2CCNC(=O)c2ccc(C)c(Br)c2)cc1 | 6 | x
CCN(CC)S(=O)(=O)c1cc(C(=O)Nc2ccncc2)ccc1Cl | -19 | 2
CCOC(=O)CN1C(=O)C(CC)Oc2ccc(Cl)cc21 (stereo not given) | 8 | -8
CC(=O)Nc1ccc(S(=O)(=O)N2CCSC2c2ccccc2Cl)cc1 (stereo not given) | -14 | -16
O=C(NCCCN1CCOCC1)c1cc(C(=O)C2CC2)c[nH]1 | 4 | x
O=C(NCc1ccc2[nH]c3c(c2c1)CCCC3)N1CCOCC1 | 85 | -4
CC1CN(c2cc3nccnc3cc2F)CC(C)O1 (stereo not given) | 3 | -4
Cc1ccc(C2CC(=O)c3cnc(N4CCc5ccccc5C4)nc3C2)cc1 (stereo not given) | -8 | x
O=c1[nH]c(N2CCc3ccccc3C2)nc2c1CCCC2 | x | -14
COC(=O)c1[nH]c2ccc(C)cc2c1NC(=O)CN1CCCc2ccccc21 | 1 | -3
COc1ccc(-c2nc(CS(=O)CC(=O)NCc3ccco3)c(C)o2)cc1 (stereo not given) | -10 | 2
Cc1cc(=O)[nH]c(SCC(=O)Nc2ccc(Br)cc2)c1C#N | 3 | x
CC(C)N=Cc1c(O)[nH]c2ccccc12 | -10 | x
COc1cc(Cn2cnnn2)ccc1O | -11 | -13
Cc1cc(C)n2nc3nc(N4CCCC4)nc(-c4ccccc4)c3c2n1 | 12 | -33
Cc1ccc(NC(=O)CN(C)S(=O)(=O)c2cccc3nsnc23)cc1C | -8 | -22
O=C(NCCCN1CCOCC1)c1cc2ccccc2o1 | -10 | x
O=C(Nc1ccccc1)NC1CCN(Cc2nnnn2C2CCCCC2)CC1 | 7 | 8
Cc1ccccc1CSc1nnc(-c2cccnc2)n1N | 4 | -6
CCCCCn1c(=O)[nH]c2cc(C(=O)NCCCN3CCCCC3)ccc2c1=O | 7 | 3
Cc1cc(N2C(=O)C(O)=C(C(=O)c3ccco3)C2c2cccnc2)no1 (stereo not given) | x | 2

Next structures follow:
SMILES | RmlC RmlD mix | HIV RNase H inh
COc1ccc(N2C(=O)CC2(/C=C/c2ccccc2OC)C(=O)NC2CCCC2)cc1 (stereo not given) | 0 | x
O=C(Nc1nc2ccc(S(=O)(=O)N3CCCC3)cc2s1)C1CCCO1 (stereo not given) | -9 | 15
CCCn1c(CCC(=O)O)ccc1-c1ccc(F)cc1 | -5 | -5
O=C1NCCCC1C(=O)N1CCN(C(c2ccccc2)c2ccccc2)CC1 (stereo not given) | -6 | 6
Cc1c(-c2ccc(Cl)cc2)oc(=O)c2c(N)n(-c3ccccc3)nc12 | 4 | x
c1ccc(CCNc2nc3ccccc3n3nnnc23)cc1 | x | 5
O=C(O)c1cccnc1NC1CCCC1 | 28 | x
CCN1CCN(c2ncc3c(n2)CC(c2cc(OC)c(OC)c(OC)c2)CC3=O)CC1 (stereo not given) | 5 | 2
CCOC(=O)Cn1c(C)c(C#N)c2ccccc21 | -9 | -12
COc1ccc(C2CC(=O)Oc3c(C(CCN4CCOCC4)c4cc(OC)c(OC)c(OC)c4)c(OC)cc(OC)c32)cc1 (stereo not given) | -6 | x

Given as tab-separated lines: part of the list above.
SMILES	RmlC RmlD mix	HIV RNase H inh
c1ccc(CCNc2nc3ccccc3n3nnnc23)cc1	x	5
O=C(O)c1cccnc1NC1CCCC1	28	x
CCN1CCN(c2ncc3c(n2)CC(c2cc(OC)c(OC)c(OC)c2)CC3=O)CC1 (stereo not given)	5	2
CCOC(=O)Cn1c(C)c(C#N)c2ccccc21	-9	-12
COc1ccc(C2CC(=O)Oc3c(C(CCN4CCOCC4)c4cc(OC)c(OC)c(OC)c4)c(OC)cc(OC)c32)cc1 (stereo not given)	-6	x

The list goes on.
SMILES | RmlC RmlD mix | HIV RNase H inh
COC(=O)c1ccccc1NC(=O)c1ccccc1OC | -14 | -5
Cc1nc2ccc(Br)cn2c(=O)c1Cl | 14 | -15
O=C(NC1CCCCC1)C(c1ccc(O)cc1)N(CC1CCCO1)C(=O)C1COc2ccccc2O1 (stereo not given) | -1 | x
O=C(Cc1ccc(Br)cc1)c1ccc(O)cc1O | -6 | -59
O=C(CCc1ccccc1)NC(NC(=S)Nc1cccc(Cl)c1)C(Cl)(Cl)Cl (stereo not given) | -16 | x
COc1ccc(OC)c(S(=O)(=O)N2CCC(C(=O)NCc3ccccc3OC)CC2)c1 | -17 | -2
CCN(CC)S(=O)(=O)c1ccc2oc(C(=O)NCc3ccc(C)cc3)c(C)c2c1 | -5 | x
CC1Cc2cc(C3(O)C(=O)c4ccccc4C3=O)ccc2N1 (stereo not given) | -14 | -13
CC(C)C(NC(=O)c1ccc(C(C)(C)C)cc1)C(=O)NC1=NCCS1 (stereo not given) | 2 | x
c1ccc(-c2nc(NCc3ccco3)c3oc4ccccc4c3n2)cc1 | -1 | x
CCN1CCCC1CNC(=O)c1ccc(N2CCCC2=O)cc1 (stereo not given) | 7 | -15
COC(=O)c1[nH]c2ccccc2c1NC(=O)CN1CCN(C/C=C/c2ccccc2)CC1 | 1 | 0
COc1ccc(-n2nc3cc(C)c(NC(=O)C(C)C)cc3n2)cc1 | -409 | 40
CCCCN(C(=O)Nc1ccc(OCC)cc1)C1CCN(C(C)=O)CC1 | 16 | x
N#CCCn1cc(/C=N/O)c(-c2ccccc2)n1 | -11 | x
Cc1cc(NC(=O)c2cccc(COc3ccc(Br)cc3)c2)no1 | -12 | 1
COc1ccc(CCN2CC(C(=O)NCc3ccco3)CC2=O)cc1OC (stereo not given) | 4 | x
Cc1ccc(S(=O)(=O)/C(C#N)=C/c2c(N3CC(C)OC(C)C3)nc3ccccn3c2=O)cc1 (stereo not given) | 11 | x
CCOC(=O)C1=C(O)/C(=C/c2ccc(CNC(=O)C(=O)Nc3ccc(C)cc3)o2)N=C1C | 10 | x
CCOc1ccc(-c2nc(CSCC(=O)N3CCN(C(=O)c4ccco4)CC3)c(C)o2)cc1 | 7 | -11

Record cards (already shown):
COc1ccc(CCN2CC(C(=O)NCc3ccco3)CC2=O)cc1OC (stereo not given) as listed: RmlC RmlD mix: 4; HIV RNase H inh: x
CCOc1ccc(-c2nc(CSCC(=O)N3CCN(C(=O)c4ccco4)CC3)c(C)o2)cc1 as listed: RmlC RmlD mix: 7; HIV RNase H inh: -11
CCCCN(C(=O)Nc1ccc(OCC)cc1)C1CCN(C(C)=O)CC1 as listed: RmlC RmlD mix: 16; HIV RNase H inh: x

Further entries
SMILES | RmlC RmlD mix | HIV RNase H inh
CC(C)n1c(CN2CCN(C)CC2)nc2c1c(=O)n(C)c(=O)n2C | x | -9
Cn1cnnc1SCC(=O)Nc1ccc2nc(SCc3ccccc3)sc2c1 | 6 | -37
Cn1c(=O)c2ncn(CC(=O)Nc3ccc(N4CCOCC4)cc3)c2n(C)c1=O | -6 | x
COCCCNCCOCCOc1ccc(C)cc1[N+](=O)[O-] | 5 | x
Cn1c(=O)n(CCN2CCOCC2)c(=O)c2c1nc1n2CCCN1c1ccccc1 | x | -6
Cc1ccc(C(=O)NCc2ccco2)cc1[N+](=O)[O-] | 4 | x
CCOC(=O)Cc1nnc2c(Nc3ccccc3F)nc3nonc3n12 | 6 | 0
CC1CC(=O)C2=C(C1)Nc1ccccc1N=C2 (stereo not given) | -10 | x
COc1ccc(Oc2c(C)oc3cc(OC(=O)N4CCOCC4)ccc3c2=O)cc1 | -8 | -6
COC(=O)C1=C(NC(=O)c2cccc(OC)c2)CCS1 | -8 | 7
Brc1ccc(-c2nc(-c3ccccn3)no2)o1 | 7 | -20
COc1ccc(Cl)cc1-n1c(N)c(C(N)=O)sc1=S | -10 | 75*
COc1ccc2c(c1OC)C(=O)N1C2SC[C@H]1C(=O)NC1CC(C)(C)NC(C)(C)C1 (stereo not given in full) | -11 | 4
CC1(C)CC(=O)C(CCC(=O)c2ccccc2)C(C)(C)N1 (stereo not given) | 1 | -7
CC(=O)n1cc([C@H]2C=C(C(=O)NCc3ccccc3)O[C@@H](OCc3ccc(CO)cc3)C2)c2ccccc21 | -11 | x
CCN(CC(=O)Nc1ccc(S(N)(=O)=O)cc1)S(=O)(=O)c1cc(C)ccc1OC | 3 | -12
COC(=O)/C=C/C(=O)NCc1ccco1 | 9 | x
CC(=O)N1CCN(C(=S)c2ccc([N+](=O)[O-])cc2)CC1 | -16 | x
CC1(C)N=C(N)NC(Nc2ccc(Br)cc2)=N1 | -8 | x
Cc1ccc(CN2CCN(CC(=O)NCCCN3CCN(c4ccc(F)cc4)CC3)C2=O)cc1 | 6 | x

Sorted by length of the SMILES (lowest first): part of the list above
SMILES | RmlC RmlD mix | HIV RNase H inh
Brc1ccc(-c2nc(-c3ccccn3)no2)o1 | 7 | -20
CC1(C)N=C(N)NC(Nc2ccc(Br)cc2)=N1 | -8 | x
COc1ccc(Cl)cc1-n1c(N)c(C(N)=O)sc1=S | -10 | 75*
COc1ccc2c(c1OC)C(=O)N1C2SC[C@H]1C(=O)NC1CC(C)(C)NC(C)(C)C1 (stereo not given in full) | -11 | 4
CC(=O)n1cc([C@H]2C=C(C(=O)NCc3ccccc3)O[C@@H](OCc3ccc(CO)cc3)C2)c2ccccc21 | -11 | x

(next part)
SMILES | RmlC RmlD mix | HIV RNase H inh
Cc1ccc(C(NC(=O)N2CCOCC2)=C(Cl)Cl)cc1F | 4 | -3
O=[N+]([O-])c1ccc(-c2ccc(C=Nc3cccc4ccccc34)o2)cc1 | 2 | x
Nc1nc(OCc2ccccc2)c2[nH]cnc2n1 | 52 | x
Cc1ccc(S(=O)(=O)/N=C(\CN2CCOCC2)N2CCCC2)cc1 | 21 | -6
CCN(C(=O)c1cc2cc(OC)ccc2oc1=O)c1cccc(C)c1 | -11 | x
CCc1nc2ccc(C)cc2c(C(=O)Oc2cccc3cccnc23)c1C | -10 | x
CCn1ncc(C2=NOC(C(=O)Nc3cccc(C(C)=O)c3)C2)c1C (stereo not given) | -117 | -10
Cc1nc2cc(-c3ccccc3)nn2c(C)c1CCC(=O)N1CCC2(CC1)OCCO2 | 11 | -1
CN(CCOc1ccc(-c2ccn(S(=O)(=O)c3ccc(Cl)cc3)n2)cc1)c1ccccn1 | -14 | x
CC1(C)CC(=O)c2c(O)cc(OCc3ccc(Br)cc3)cc2O1 | 9 | x
CN1C(=O)CC(N2CCN(c3ccccc3)CC2)C1=O (stereo not given) | -18 | x
CC(C)CN1C(=S)SC(C)(C)C1n1oc(=O)n(-c2ccc(Cl)cc2)c1=O (stereo not given) | -7 | x
O=C(CCCCn1c(=O)c2ccccc2n(CC(=O)NC2CCCC2)c1=O)NC1CCCC1 | 1 | -15
Cc1ccc(-c2csc(NC(=O)COC(=O)c3cccc(S(=O)(=O)N4CCOCC4)c3)n2)cc1 | 0 | x
COc1ccc(CN(Cc2ccc(OC)cc2)S(=O)(=O)c2ccc(-n3cnnn3)c(C)c2)cc1 | -11 | x
CCS(=O)(=O)NCCc1csc(-c2ccccc2)n1 | -10 | -18
Cc1cc(C)nc(SCc2ccccc2C#N)n1 | -9 | -108
CCCNc1cc(=O)n(C)c(=O)n1C | -8 | -2
Cc1cccnc1NC(=O)C(C)Oc1ccccc1 (stereo not given) | 6 | -23
Cc1cc(Nc2ccc(Br)cc2)n2nc(C)nc2n1 | 5 | -19
CCC(C)NC(=O)c1cnn2c1NC(c1cccs1)CC2C(F)(F)F (stereo not given) | -10 | x
Clc1cc2nc3ccccn3c2cc1Cl | 21 | x

From PubChem
